# GAA glycogen – alters human alpha-glucosidase cleavage of glycogen; recombinant GAA, glycogen substrate, Amplex Red glucose oxidase fluorescence; 0.38% of 300,000 active; Potency, µM (titrated, usually from 76.4 µM), for the others: at the top dose activity change, negative = inhibition, usual class: inhibitors; AID 2100; active = well fitted inhibition curve with a large enough effect; inconclusive = small, poorly fitted or top-dose-only effect, or another doubt; inactive = no such curve, though single readings can be large or run the other way;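 note: 0% = full enzyme reaction and -100% = no-enzyme basal signal; the screen sought inhibitors and activators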
#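 Recombinant human alpha-glucosidase (4 nM final) hydrolysed bovine liver glycogen (30 ug) for 40 min at 37 C in pH 5.0 citrate/phosphate with 0.01% Tween-20. Released glucose detected by glucose oxidase/Amplex Red, Ex 573/Em 610 nm. Compounds up to 77 uM; AC50 from Hill fits.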
# * hit, by the source's call; ? = inconclusive; & = joins results of further samples; [ ] = dose if it differs, or a comment. Potency is the fitted concentration of half-maximal effect. Some of the compounds tested (hit frequency here may not be typical).
# Start of the listing, in advance (15 entries):
SMILES,GAA glycogen
CCCC(=O)N(c1ccc(OCC)cc1)S(=O)(=O)c1ccc2c3c(cccc13)C(=O)N2C,-13%[76.3 µM]
CCOc1ccc(OCC)c(NC(=O)C2CCN(S(=O)(=O)c3ccc(Br)s3)CC2)c1,12%[76.3 µM]
O=C(NCCc1ccc(Cl)cc1)c1nnc(Cc2ccc(Cl)cc2Cl)o1,0%[76.3 µM]
CCCNC(=O)c1ccc(N2CCC3(CC2)CC(c2ccccc2)=NO3)c(NC(=O)c2ccc(Br)cc2)c1,-14%[76.3 µM]
COc1ccc(OC)c2[nH]c(C(=O)N/N=C/c3ccccc3O)cc12,2%
O=C(O)c1ccc(/C=N/N2CCN(c3ccccc3)CC2)cc1,0%[76.3 µM]
CCc1c(C)nc2nncn2c1NCc1ccccc1,0%[76.3 µM]
O=C(CSc1oc(-c2ccc(F)cc2)nc1S(=O)(=O)c1ccccc1)c1ccc(Cl)cc1,-8%[76.3 µM]
Cc1ccc(NC(=O)c2sc(C)nc2C)c(C)c1,3%
CC(Oc1ccc(Br)cc1)C(=O)N(Cc1nc(-c2ccccc2)no1)C(C)C (stereo not given),-8%[76.3 µM]
COc1ccc(CN2CCCC(N3CCN(c4cccc(Cl)c4)CC3)C2)cc1OC (stereo not given),1%[76.3 µM]
CC(NC(=O)Cc1ccccc1)c1ccccc1 (stereo not given),7%[76.3 µM]
CC(C(=O)NCC1CCCCC1)N(C)Cc1ccc(Br)cc1 (stereo not given),-5%[76.3 µM]
CCOc1ccccc1NCc1cc(=O)oc2cc(C)c(O)cc12,7%
CC(C)(C)C(=O)Cn1c(=O)n(CCCCCC(=O)NCc2ccccc2Cl)c(=O)c2sccc21,10%[76.3 µM]

# Results, from the start:
SMILES,GAA glycogen
CCCC(=O)N(c1ccc(OCC)cc1)S(=O)(=O)c1ccc2c3c(cccc13)C(=O)N2C,-13%[76.3 µM]
CCOc1ccc(OCC)c(NC(=O)C2CCN(S(=O)(=O)c3ccc(Br)s3)CC2)c1,12%[76.3 µM]
O=C(NCCc1ccc(Cl)cc1)c1nnc(Cc2ccc(Cl)cc2Cl)o1,0%[76.3 µM]
CCCNC(=O)c1ccc(N2CCC3(CC2)CC(c2ccccc2)=NO3)c(NC(=O)c2ccc(Br)cc2)c1,-14%[76.3 µM]
COc1ccc(OC)c2[nH]c(C(=O)N/N=C/c3ccccc3O)cc12,2%
O=C(O)c1ccc(/C=N/N2CCN(c3ccccc3)CC2)cc1,0%[76.3 µM]
CCc1c(C)nc2nncn2c1NCc1ccccc1,0%[76.3 µM]
O=C(CSc1oc(-c2ccc(F)cc2)nc1S(=O)(=O)c1ccccc1)c1ccc(Cl)cc1,-8%[76.3 µM]
Cc1ccc(NC(=O)c2sc(C)nc2C)c(C)c1,3%
CC(Oc1ccc(Br)cc1)C(=O)N(Cc1nc(-c2ccccc2)no1)C(C)C (stereo not given),-8%[76.3 µM]
COc1ccc(CN2CCCC(N3CCN(c4cccc(Cl)c4)CC3)C2)cc1OC (stereo not given),1%[76.3 µM]
CC(NC(=O)Cc1ccccc1)c1ccccc1 (stereo not given),7%[76.3 µM]
CC(C(=O)NCC1CCCCC1)N(C)Cc1ccc(Br)cc1 (stereo not given),-5%[76.3 µM]
CCOc1ccccc1NCc1cc(=O)oc2cc(C)c(O)cc12,7%
CC(C)(C)C(=O)Cn1c(=O)n(CCCCCC(=O)NCc2ccccc2Cl)c(=O)c2sccc21,10%[76.3 µM]
Cc1ccc(C)c(N(C)C(=O)c2cn(C)c(=O)c3ccccc23)c1,12%[76.3 µM]
O=C1CC(C(=O)N2CCc3ccccc32)CN1c1ccccc1 (stereo not given),0%
COc1ccc(C(=O)NCC(=O)N/N=C/c2ccco2)cc1OC,1%
CCCN(CCC)CCNC(=O)CCC(=O)Nc1ccc2nc(N3CCOCC3)cc(C)c2c1,-16%
Cc1ccc(-c2noc(CNC(=O)COc3cc(C)c(Br)c(C)c3)n2)cc1,15%[76.3 µM]
Cc1cccc(NC(=O)C(NS(=O)(=O)c2cccc3nsnc23)c2ccccc2)c1C (stereo not given),16%[76.3 µM]
COc1ccc2oc(=N)c(C(=O)Nc3ccc(F)cc3)cc2c1,-6%
CCCn1c(=O)c(C(=O)NCc2ccccc2Cl)c(O)c2ccccc21,12%[76.3 µM]
Cc1ccc(CCNC(=O)c2ccc3c(c2)N(Cc2cccc(C)c2)C(=O)c2ccccc2S3(=O)=O)cc1,-8%[76.3 µM]
COc1ccc(OCC(=O)N(Cc2sccc2C)C2CCS(=O)(=O)C2)cc1 (stereo not given),-15%&5%[76.3 µM]
C/C(=C/c1ccccc1)C(=O)N1CCN(c2ccc(F)cc2)CC1,-7%[76.3 µM]
CSc1nc2sc3c(c2c(=O)n1-c1ccccc1)CCC(C(C)(C)C)C3 (stereo not given),5%[76.3 µM]
CCOC(=O)COn1c(-n2nc(C)cc2C)nc2ccccc2c1=O,4%
O=C(CN(C(=O)CCC(=O)Nc1nccs1)c1cccc(F)c1)NCCc1ccccc1,1%
Cc1occc1C(=O)N1CCCC(N2CCN(c3ccccc3F)CC2)C1 (stereo not given),-21%[76.3 µM]
COc1cc(C=O)ccc1OC(=O)N1CCOCC1,-2%
O=C(Oc1ccc(Br)cc1C(=S)N1CCOCC1)c1ccc(F)cc1,-12%[76.3 µM]
O=C(c1ccccc1F)N1CCN(C(=O)C(c2ccccc2)c2ccccc2)CC1,2%[76.3 µM]
O=C(C1CCCC1)N1CCN(S(=O)(=O)c2ccc(F)c(F)c2F)CC1,-1%
CCS(=O)(=O)C1=NSC2=NC(=O)/C(=C\c3ccc(OC(=O)c4ccco4)c(OC)c3)C(=N)N21,-7%[76.3 µM]
O=C(Cn1c(=O)n(Cc2ccc(F)cc2)c(=O)c2sc3ccccc3c21)NCc1ccccc1Cl,0%[76.3 µM]
CCOC(=O)c1cnc2c(C)c(Cl)ccc2c1NCCc1ccccc1,-6%[76.3 µM]
COc1ccc(CC(=O)Nc2ccc(/C(C)=N/NC(=O)c3ccc(OC)cc3OC)cc2)cc1,1%[76.3 µM]
COc1ccc(C(=O)NC(Cn2ccnc2)C(C)(C)C)cc1OC1CCN(C(C)C)CC1 (stereo not given),1%[76.3 µM]
CN(C)C(=O)COc1ccc(S(=O)(=O)c2ccc(OCC(=O)N(C)C)cc2)cc1,-1%
CCOC(=O)c1cccc(NC(=O)Nc2ccc3c(c2)N(C)C(=O)c2ccccc2S3)c1,6%[76.3 µM]
CCOC(=O)C1(CCOc2ccccc2)CCN(Cc2ccc(C(=O)OC)cc2)CC1,0%[76.3 µM]
COc1ccc(C)cc1NC(=S)N1CC(C)OC(C)C1 (stereo not given),6%[76.3 µM]
CN1CCN(C(=O)c2cc(Cl)cc(Cl)c2)CC1,1%[76.3 µM]
Cc1ccc(N(C(=O)CCCC(=O)Nc2ccccn2)C(C(=O)NC2CCCC2)c2ccc(O)cc2)cc1C (stereo not given),-4%
CC(=O)c1cccc(NC(=O)c2nc(-c3ccccc3)n(-c3ccccc3C)n2)c1,2%[76.3 µM]
COc1ccc(N2CC(C(=O)Nc3cccc(OC(C)C)c3)CC2=O)cc1 (stereo not given),2%
Cc1cc(=O)oc2cc(OCC(=O)N3CCC(C(N)=O)CC3)ccc12,-11%[76.3 µM]
CCOC(=O)CC(NC(=O)c1cc2c(=O)n3cccc(C)c3nc2s1)c1ccc(OCC)c(OC)c1 (stereo not given),-4%[76.3 µM]
Fc1ccc(-n2cc(-c3ccccc3)c3c(=S)nc[nH]c32)cc1,-7%[76.3 µM]
O=[N+]([O-])c1ccccc1CN1CCN(Cc2ccc3ccccc3c2)CC1,-8%[76.3 µM]
COc1cccc(/C=N/NC(=O)c2nnn(-c3nonc3N)c2C(C)C)c1,1%[76.3 µM]
O=S1(=O)N[C@@H](CC2=CCCCC2)C2CCCCC2O1 (stereo not given in full),5%[76.3 µM]
COC(=O)c1sc(N2C(=O)C(O)=C(C(=O)c3ccc(C)o3)C2c2cccs2)nc1C (stereo not given),-1%[76.3 µM]
O=C(Nc1ccccc1-c1nc2ccccc2[nH]c1=O)c1cccs1,0%[76.3 µM]
CC(=O)NCCNC(=O)CCCn1c(=O)[nH]c2ccsc2c1=O,5%[76.3 µM]
CCCn1c2ccc(F)cc2c2nnc(SCCN3CCCCC3)nc21,?
COc1ccc(S(=O)(=O)N2CCCCCC2)cc1C(=O)N(C)Cc1ccc(C(C)(C)C)cc1,0%[76.3 µM]
COc1cccc(CNC(=O)COc2cc(O)c3c(c2)OC(C)(C)CC3=O)c1,13%[76.3 µM]
CCCOc1ccc(/C=C2/C(=O)ON=C2C)cc1OCC,-16%

# No new results follow: entries from further up.
SMILES,GAA glycogen
CCOC(=O)c1cccc(NC(=O)Nc2ccc3c(c2)N(C)C(=O)c2ccccc2S3)c1,6%[76.3 µM]
CCOC(=O)C1(CCOc2ccccc2)CCN(Cc2ccc(C(=O)OC)cc2)CC1,0%[76.3 µM]

# (more compounds)
SMILES,GAA glycogen
CC(=O)NC(C(=O)c1ccccc1)N1CCCCC1 (stereo not given),-2%[76.3 µM]
CCOc1ccc(NS(=O)(=O)c2cc3c4c(c2)C(C)C(=O)N4CCC3)cc1 (stereo not given),-10%[76.3 µM]
CCOC(=O)C1CCN(Cc2ccc3ccccc3c2)CC1,15%[76.3 µM]
O=C(Nc1cc(Cl)ccc1N1CCCC1)C1=NN(c2ccccc2)C(=O)CC1,-8%[76.3 µM]
COC(=O)CN1C(=O)C(O)(CC(=O)c2ccc(F)cc2)c2ccccc21 (stereo not given),17%[76.3 µM]
CC(=O)N1CCN(c2ccc(NC(=O)c3ccco3)cc2Cl)CC1,-2%[76.3 µM]
O=C(COc1ccc(F)cc1Cl)Nc1cc(S(=O)(=O)N2CCOCC2)ccc1N1CCCCC1,1%[76.3 µM]
Cc1cc(C)c2nc(C)cc(N/N=C/c3ccc(O)cc3)c2c1,4%[76.3 µM]
CCOC(=O)N1CCc2c(sc3c2C(=O)NC(c2ccccc2F)N3)C1 (stereo not given),-17%[76.3 µM]
OC(CCN1CCCCC1)c1ccc(-c2ccccc2)cc1 (stereo not given),4%
Cc1sc2ncnc(N[C@@H](Cc3ccccc3)C(=O)O)c2c1C,2%
O=C(NCCn1cccn1)C1CCC(=O)N(CCc2ccccc2)C1 (stereo not given),-1%[76.3 µM]
O=C(OCc1ccccc1F)c1cc2ccccc2cc1O,5%[76.3 µM]
Cc1ccc(C(=O)N/C(=C\c2ccco2)C(=O)NCCN2CCCCC2)cc1C,1%
Cc1ccc(C(=O)c2cn(Cc3ccccc3C)c3nc(C)ccc3c2=O)cc1,-11%[76.3 µM]
NC(=O)CN1C(=O)NC2(CCCc3ccccc32)C1=O (stereo not given),-1%[76.3 µM]
COc1ccccc1C(=O)NCCCNC(=O)c1cccnc1,4%
Cc1ccc2oc(=O)c3cnn(CC(=O)N4CCN(c5cccc(Cl)c5)CC4)c3c2c1,3%[76.3 µM]
COc1ccc(C(CC(=O)O)N2Cc3ccccc3C2=O)cc1 (stereo not given),2%
CC(C)N(C(=O)Cn1c(=O)oc2ccccc21)c1ccccc1,-4%[76.3 µM]
COc1cccc(CNC(=O)CSc2nnc3c(n2)[nH]c2ccc(OC)cc23)c1,-1%
COc1ccc(NC(=O)/C=C/c2cccc(Br)c2)cn1,-2%[76.3 µM]
COc1ccc(S(=O)(=O)N2CCN(c3ccccc3OC)CC2)cc1-c1noc(C)n1,-1%[76.3 µM]
COc1ccc(N2CCN(C(=O)C3CCN(C(=O)c4ccccc4Cl)CC3)CC2)cc1,-18%
COc1ccc(-c2nc3cc(C(C)C)ccc3o2)cc1NC(=O)COc1ccc(C)cc1C,12%[76.3 µM]
Cc1ccccc1C(=O)N1CCN(c2ccc(NC(=O)c3ccc([N+](=O)[O-])o3)cc2)CC1,-1%[76.3 µM]
CC1CCCCN1C(=O)CSc1nnc(-c2cccc(Cl)c2)o1 (stereo not given),1%[76.3 µM]
COCCNc1nc(N)c([N+](=O)[O-])c(NCc2ccccc2)n1,-4%
O=C(CN1C(=O)NC2(CCCC2)C1=O)Nc1ccc(Cl)cc1F,-28%
O=C(NCc1ccc(F)cc1)C(c1ccc(F)cc1)N(C(=O)c1csnn1)C1CC1 (stereo not given),-2%
CC(C)[C@H](NC(=O)[C@@H]1CSC2c3ccccc3C(=O)N21)C(=O)NCC1CCCO1 (stereo not given in full),-6%[76.3 µM]
Cc1nc2ccccc2c(=O)n1/N=C/c1ccc(F)cc1,-1%
CCCCOc1ccc(C(=O)NNC(=O)C2C3CCC(C3)C2C(=O)O)cc1 (stereo not given),8%[76.3 µM]
O=S(=O)(Cc1ccc(Cl)cc1)N1CCCCCC1,4%[76.3 µM]
Cc1ccc(CCNC(=O)CS(=O)Cc2nc(-c3ccccc3F)oc2C)cc1 (stereo not given),5%[76.3 µM]
CC(C)(C)C1CCC(=O)N(CCSc2ccccc2)CC1 (stereo not given),10%[76.3 µM]
COc1cc(NC(=O)CN2CCCN(S(=O)(=O)c3ccc(F)cc3)CC2)cc(OC)c1,5%[76.3 µM]
Cc1ccc(CN(C)C(=O)c2ccccc2Sc2ccccc2C#N)cc1,-6%[76.3 µM]
CCOC(=O)C1CCN(C(=O)CNC(=O)c2nn(-c3ccc(OC)c(Cl)c3)c(=O)c3ccccc23)CC1,-1%
Cc1cccc(C(=O)Nc2ccc(C(=O)N3CCCCC3C)cc2)c1 (stereo not given),-2%[76.3 µM]
COc1cccc(Nc2nc(-c3ccccc3)c3cc(C)ccc3n2)c1,5%[76.3 µM]
COc1ccc(OC)c(NC(=O)c2cc3c(=O)oc4ccccc4c3s2)c1,-4%[76.3 µM]
Cc1oc2ccc(O)c(CN3CCN(Cc4ccccc4)CC3)c2c1C(=O)Nc1ccccc1,-7%[76.3 µM]
COc1cc2c(cc1OC)CN(c1ncccc1[N+](=O)[O-])CC2,1%

# Bioassay records deposited in PubChem by National Center for Advancing Translational Sciences (NCATS).
